# GLP-1R agonist: GLP-1 receptor (human) agonism. P43220. HEK293 GLP-1R CRE-luciferase, luminescence, 4-6 h; cells express a hypersensitive GLP-1R form. Potency, µM (titrated, usually from 45.6 µM), inactives show top-dose activation, actives largely listed as activators. 0.007% of 380,000 active. AID 624172; also: potency is read from the fitted curve at half-maximal effect; % of control where 0% means no effect
# Target sequence (P43220 whole entry, looked up): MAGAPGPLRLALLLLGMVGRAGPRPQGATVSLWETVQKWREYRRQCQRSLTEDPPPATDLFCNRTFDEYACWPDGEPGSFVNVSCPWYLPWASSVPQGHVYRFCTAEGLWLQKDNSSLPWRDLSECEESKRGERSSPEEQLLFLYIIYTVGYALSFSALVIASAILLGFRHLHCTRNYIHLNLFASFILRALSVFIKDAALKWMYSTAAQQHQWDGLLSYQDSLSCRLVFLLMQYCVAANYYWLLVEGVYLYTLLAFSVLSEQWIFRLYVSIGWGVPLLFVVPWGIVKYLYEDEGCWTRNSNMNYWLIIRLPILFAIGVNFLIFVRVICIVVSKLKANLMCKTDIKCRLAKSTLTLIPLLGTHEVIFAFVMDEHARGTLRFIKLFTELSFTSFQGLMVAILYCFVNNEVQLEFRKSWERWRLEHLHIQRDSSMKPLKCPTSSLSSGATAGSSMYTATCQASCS
# PI5P4K alpha inh: blocks human PI5P4K alpha kinase activity | 1.2% of 330,000 active | PI5P4Kalpha enzyme, ADP-Glo luminescence, 60 min; active compounds read low | max response, % | P48426; active = max response of -50% or lower; inconclusive = between -30% and -50%; inactive = -30% or higher; also: value at the top dose of about 77 µM; % is scaled to controls: 0 for no effect and ±100 for the full control effect
#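 Reactions run in 0.038 M HEPES pH 7.4, 0.28 mM EGTA, 0.1% CHAPS and 5% DMSO, with PI5P4Kalpha, substrate, compound and 5 microM ATP final, one hour at room temperature. Readout is ADP-Glo luminescence.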
# EPAC1 ag: agonists of human EPAC1 | O95398 | EPAC1 agonist qHTS, biochemical assay; response scale: 100% = response to 6.5 mM cAMP | Potency, µM (doses to about 154 µM), for the others: at the top dose activation, most hits filed as activators | 0.073% of 360,000 active | AID 720707; also: potency is read from the fitted curve at half-maximal effect; nearly all actives have a fitted effect of over 60% in size
#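 Compounds were pinned as a concentration titration into mixtures of EPAC1 (100 nM), BODIPY-GDP-loaded Rap1B (250 nM) and GDP (50 uM). After 5 min at room temperature, fluorescence was followed for 30 min; activity was scaled to 6.5 mM cAMP.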
# PTHR1 agonist: agonists of human PTHR1 parathyroid hormone receptor | Q03431 | HEK293 GP2 PTHR1 cells, GloSensor cAMP luminescence, 1 h | Potency, µM (doses to about 115 µM), without a hit: at the top dose activation, hits mostly activators | 0.075% of 410,000 active | AID 743266; also: potency is read from the fitted curve at half-maximal effect; nearly all actives have a fitted effect of over 55% in size; some results filed as inactive show a strong effect at the top dose; inactives centre near -15; many of its hits are not listed in these tables
#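 HEK-293-derived GP2 cells expressing PTHR1 and a GloSensor cAMP reporter, 3,000/well, plated overnight, given luciferin plus IBMX (each 0.5 mM as added) for 1 h at 37 °C, then compound for 1 h at 37 °C. Luminescence was read after 15 min at room temperature.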
# PLK1 PBD inh: inhibitors of human PLK1 polo-box domain binding; Plk1 PBD binding of FITC phosphopeptide, fluorescence polarization; Potency, µM, for the others: max response, negative = inhibition, most hits filed as inhibitors; 2.8% of 360,000 active; also: potency is read from the fitted curve at half-maximal effect; series mostly up to about 57 µM; % is scaled to controls: 0 for no effect and ±100 for the full control effect; nearly all actives have a fitted effect of over 65% in size
# Target sequence (P53350 whole entry, looked up, the tested form may be a part): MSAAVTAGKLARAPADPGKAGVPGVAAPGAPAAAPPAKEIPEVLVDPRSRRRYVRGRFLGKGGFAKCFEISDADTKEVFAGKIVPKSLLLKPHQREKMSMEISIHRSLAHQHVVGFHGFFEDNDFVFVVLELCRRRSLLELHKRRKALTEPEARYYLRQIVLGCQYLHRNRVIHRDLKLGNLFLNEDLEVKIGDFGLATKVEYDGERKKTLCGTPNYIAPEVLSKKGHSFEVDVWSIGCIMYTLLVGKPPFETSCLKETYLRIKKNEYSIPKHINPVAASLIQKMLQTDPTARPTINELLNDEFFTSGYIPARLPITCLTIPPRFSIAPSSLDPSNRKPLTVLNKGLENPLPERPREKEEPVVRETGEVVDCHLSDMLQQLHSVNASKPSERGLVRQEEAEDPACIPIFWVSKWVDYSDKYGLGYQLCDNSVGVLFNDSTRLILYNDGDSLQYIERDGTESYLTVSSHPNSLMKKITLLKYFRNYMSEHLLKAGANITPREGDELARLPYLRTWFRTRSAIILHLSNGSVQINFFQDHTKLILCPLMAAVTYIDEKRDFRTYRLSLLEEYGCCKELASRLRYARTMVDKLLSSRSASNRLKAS
# HEK293 tox: cytotoxicity in counter-screen for GLP-1R inverse agonists | HEK293 cAMP-luciferase reporter cells, luminescence, 24 h | Potency, µM (highest dose often 38.3 µM), without a hit: at the top dose activity change, negative = inhibition, actives largely listed as inhibitors | 0.13% of 410,000 active;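 also: loss of luciferase light is scored as toxicity; potency is read from the fitted curve at half-maximal effect; % is scaled to controls: 0 for no effect and ±100 for the full control effect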
#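 A 23 nL compound transfer followed 12 hours of cell culture at 37 deg C; exposure then lasted 24 hr. Luciferase assay detection reagent was dispensed and plates read for luminescence after a 12 min room-temperature wait.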
# IL2 activator: activates IL-2 in a cell-based reporter assay; IL-2 activation reporter assay, cell-based qHTS; stimulated with anti-CD3/CD4/CD28 beads; in transgenic mouse T cells; activation, % (series mostly up to about 46 µM); 0.065% of 360,000 active; AID 652025; in the data active = activation above about 50%; inconclusive = mostly about 30% to 49%; also: 0% is about no effect
#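 Readout: EGFP and DsRed signals by fluorescent plate cytometry. Unstimulated transgenic mouse T cells received compound 60 min before antibody-bead stimulation, then incubated 18 h at 37 degrees C.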
# GLP1R inv ag: acts as inverse agonist at human GLP-1 receptor; P43220; AID 624417; 1.6% of 410,000 active; Potency, µM (top dose mostly 38.3 µM), for the others: at the top dose activity change, negative = inhibition, hits mostly inhibitors; HEK293 GLP-1R CRE-luciferase, luminescence, 24 h; GLP-1R form is constitutively active; also: potency is read from the fitted curve at half-maximal effect; % is scaled to controls: 0 for no effect and ±100 for the full control effect; nearly all actives have a fitted effect of over 55% in size
#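 Luminescence readout: a drop in cAMP-driven luciferase signal flags inverse agonism at a constitutively active GLP-1R stably expressed in HEK293. Compound exposure lasted 24 hr at 37 deg C, 5% CO2.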
# EPAC1 antag: EPAC1 (human) antagonism; EPAC1 GEF assay, Rap1b-BODIPY-GDP exchange fluorescence; Potency, µM (series often up to 115 µM), for the others: top-dose activity change, negative = inhibition, usual class: inhibitors; 0.14% of 360,000 active;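 also: potency is read from the fitted curve at half-maximal effect; plate controls were vehicle for no effect and positive control for full effect; nearly all actives have a fitted effect of over 50% in size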
# An asterisk follows results filed as active; i = inactive; ? = inconclusive; · = no result given; & = joins results of further samples; [ ] = remark or other dose. Unless noted, calls follow the shape of the dose curve; as a rule, active = well fitted curve in the direction sought with a large enough effect; inconclusive = small, poorly fitted or top-dose-only effect, or another doubt; inactive = no such curve, though single readings can be large; an effect the other way counts as inactive or inconclusive.
SMILES,GLP-1R agonist,PI5P4K alpha inh,EPAC1 ag,PTHR1 agonist,PLK1 PBD inh,HEK293 tox,IL2 activator,GLP1R inv ag,EPAC1 antag
Cc1[nH]c(=O)[nH]c(=O)c1NC(=O)CSc1ncccc1-c1nc2ccccc2[nH]1,6.3%,·,-2.3%,i,-6.5%,10.0%,-1.4,-4.9%,1.6%
Cc1cc(OCCOCCN2CCCC2)ccc1C(C)C,-5.8%,2.7,-3.4%,i,-12.9%,-0.9%,0.3,?,0.0%
O=C(C1COc2ccccc2O1)N1CCN(c2ccccn2)CC1 (stereo not drawn),4.1%,-5.6,0.2%,-7.7%,-1.6%,13.9%,-0.8,7.0%,10.1%
COc1cc(C)ccc1OCc1cc(C(=O)NCc2ccncc2)no1,3.9%,3.5,3.9%,-40.0%[inhibitor],-11.0%,1.2%,-1.4,9.0%,5.2%
Cc1ccc(/C=C/C(=O)O)cc1S(=O)(=O)N(CCO)CCO,-9.3%,-59.0*,-3.8%,i,-8.1%,-11.3%,-3.3,4.1%,2.6%
Cc1cc(C)n(Cc2n[nH]c(=S)n2Cc2ccccc2)n1,0.0%,-2.3,-5.2%,i,-3.3%,-5.7%,1.2,30.3%,3.5%
Cc1ccc(/C(O)=C/C(=O)C(=O)NC23CC4CC(CC(C4)C2)C3)cc1,4.1%,-18.2,-4.0%,-12.0%,-9.2%,5.9%,-0.7,?,-17.0%
Cc1cc(C(=O)Nc2sccc2C#N)c2ccccc2n1,-2.1%,-72.7*,2.8%,-7.2%,-15.6%,2.6%,1.5,4.7%,-21.8%
O=C(CN1C(=O)NC2(CCCC2)C1=O)OCc1c(F)cccc1Cl,4.7%,5.3,2.8%,i,-8.3%,-2.5%,-1.6,-14.8%,4.3%
CN1CCN(C(=O)c2ccc3c(c2)OCCO3)CC1,-6.3%,12.7,1.3%,i,-5.9%,-5.8%,-0.2,-4.5%,-12.1%
CCOC(=O)Cc1csc(NC(=O)c2c(-c3c(Cl)cccc3Cl)noc2C)n1,-1.9%,8.2,22.2%,-20.2%,0.5%,2.5%,-2.7,-70.4%,-14.1%
COc1ccc(S(=O)(=O)N(C)c2ccc(C(=O)Nc3ccccc3C(=O)N3CCOCC3)cc2)cc1,1.6%,-0.3,8.2%,i,-0.8%,-5.5%,-0.2,16.6%,-18.3%
CCSC1=C(C#N)C(c2ccccc2Cl)CC(=O)N1 (stereo not drawn),4.7%,1.2,-2.4%,-20.3%,-23.7%,-4.3%,0.0,?,-7.5%
O=C(O)c1cccc(NS(=O)(=O)c2ccc(Oc3ccc(S(=O)(=O)Nc4cccc(C(=O)O)c4)cc3)cc2)c1,-1.0%,-27.1,5.2%,i,-17.8%,-6.9%,-0.1,7.8%,3.2%
Cc1ccccc1-c1ccc(/C=C2/SC(N3CCOCC3)=NC2=O)o1,17.9%,3.2,-9.9%,-41.9%,-23.2%,26.3%,3.2,7.6%,-11.2%

# Single records, as listed above. Order of screens: GLP-1R agonist, PI5P4K alpha inh, EPAC1 ag, PTHR1 agonist, PLK1 PBD inh, HEK293 tox, IL2 activator, GLP1R inv ag, EPAC1 antag
# Results for Cc1ccc(/C=C/C(=O)O)cc1S(=O)(=O)N(CCO)CCO : -9.3%, -59.0*, -3.8%, i, -8.1%, -11.3%, -3.3, 4.1%, 2.6%
# Results for CCOC(=O)Cc1csc(NC(=O)c2c(-c3c(Cl)cccc3Cl)noc2C)n1 : -1.9%, 8.2, 22.2%, -20.2%, 0.5%, 2.5%, -2.7, -70.4%, -14.1%

# Next part.
SMILES,GLP-1R agonist,PI5P4K alpha inh,EPAC1 ag,PTHR1 agonist,PLK1 PBD inh,HEK293 tox,IL2 activator,GLP1R inv ag,EPAC1 antag
CC(C)NC(=O)N1CCN(c2ccncc2S(=O)(=O)N2CCOCC2)CC1,-14.3%,-7.0,6.7%,i,-1.0%,16.7%,1.5,1.6%,-9.3%
O=C(CN1C(=O)C(=O)N(Cc2ccccc2)C1=O)Nc1ccc(F)c(Cl)c1,-1.0%,2.2,3.1%,i,1.9%,-8.8%,-2.7,7.2%,15.0%
O=C(NCC1CCN(Cc2ccccc2Cl)CC1)Nc1cccc(Cl)c1,18.5%,4.9,5.6%,i,-8.3%,-8.8%,0.3,?,7.3%
O=C(CCSCc1ccccc1F)N1CCN(c2ccccn2)CC1,9.5%,·,-11.6%,-27.2%[57.5 µM],-4.5%,5.1%,-3.2,11.9%,2.3%
CCc1cccc(NC(=O)CCc2nc3sc4c(c3c(=O)[nH]2)CCCC4)c1,7.9%,?,?,-19.3%,-5.2%,-22.0%,-1.1,-25.7%,-27.9%
O=C(Cn1nnc2ccccc21)Nc1ccc(Cl)cn1,6.1%,4.7,0.8%,-0.3%,-10.3%,3.3%,-0.3,-9.4%,-2.0%
O=c1oc2c(CN3CCCCC3)c(O)ccc2c2c1CCCC2,-2.4%,·,-7.7%,i,-6.7%,154.2%[activator],-2.0,0.0%,3.0%
Cc1ccc(NC(=O)Cn2c(=O)nc(-c3ccccc3F)c3cc(Cl)ccc32)c(Br)c1,-0.1%,·,·,-0.8%,·,-10.7%,·,7.3%,·
COCCN(CCOC)C(=O)c1ccc(SCc2ccc(C)cc2)c([N+](=O)[O-])c1,6.3%,-6.1,13.2%,-23.9%,-11.9%,9.0%,-0.9,-1.7%,0.5%
CCOc1ccc(C2NC(=O)C(C#N)=C(S)N2c2cccc(C)c2)cc1OC (stereo not drawn),4.4%,1.6,-17.7%,-11.2%,-16.9%,1.8%,-0.6,39.3%[activator],9.9%
COc1ccc(C(=O)N/N=C/c2ccc(OC(=O)c3ccccc3)cc2)cc1,0.0%,-13.5,0.5%,-20.5%,-11.6%,-10.8%,-0.1,9.1%,-5.5%
C[C@H]1CN([C@@H](C)CO)C(=O)c2cccc(NC(=O)Nc3ccc(C(F)(F)F)cc3)c2O[C@H]1CN(C)C,-4.2%,6.5,-12.4%,20.0%,-12.5%,18.5%,-1.0,10µM*,?
O=C(CN1CCOCC1)NCc1ccc(F)cc1,-0.1%,-0.1,-3.9%,i,-6.8%,-21.4%,0.9,14.9%,-18.0%
COc1cccc(-n2nc(C(C)=O)c(=O)[nH]c2=O)c1,3.9%,-9.4,5.1%,i,-6.8%,8.0%,2.4,?,-12.5%
O=C(NCc1ccc(F)cc1)c1cnc(Cl)c(Cl)c1,9.3%,-3.9,2.2%,-2.2%,0.6%,6.0%,-1.8,4.1%,11.1%
COc1ccccc1C(O)(C(=O)NNc1cccc(C)c1)c1ccccc1OC,0.7%,-7.6,3.5%,-6.7%,-11.2%,11.9%,0.8,?,17.4%
COc1cc2c(cc1OC)C(C(=O)NCc1cccnc1)C(c1cccnc1)N(C)C2=O (stereo not drawn),-6.2%,0.3,5.7%,i,-8.6%,-0.3%,1.1,0.7%,0.5%
CCc1nc2c(OCc3ccc(C(F)(F)F)cc3)cccn2c1N(C)C(=O)c1ccc(C)cc1,-1.6%,-2.0,-31.1%[inhibitor],-25.7%,0.2%,-13.1%,-0.6,?,-20.6%
Cc1cc2ccccc2n1CCNC(=O)Cc1cccc2ccccc12,1.8%,21.4,-7.5%,i,-8.0%,-4.2%,-1.0,?,-9.5%
CC1(C)Cc2c(C#N)c(SCCOc3ccccc3)nc(N3CCOCC3)c2CO1,2.3%,10.2,7.9%,-49.8%[inhibitor],1.4%,-20.6%,-1.1,12.6µM*,-9.4%
CC1(C)C(=O)Nc2ccccc2N1C(=O)COC(=O)COc1cccc(C(F)(F)F)c1,-33.0%[inhibitor],-2.1,-2.9%,i,-3.7%,-0.1%,-0.5,-7.6%,-4.0%
CC1(C)c2ccccc2N(CC(N)=O)C12C=Cc1ccccc1O2 (stereo not drawn),8.3%,1.3,-8.3%,i,-7.5%,-18.9%,0.4,?,-18.2%
COc1ccc(S(=O)(=O)Nc2cc(S(=O)(=O)N3CCOCC3)ccc2OC)cc1,5.8%,3.7,-16.9%,-4.9%,-3.2%,5.0%,0.2,14.4%,-10.3%
Cc1cccc(NC(=O)CSc2n[nH]c(-c3ccncc3)n2)c1C,0.3%,-3.2,0.7%,i,1.5%,-11.5%,-1.4,2.9%,1.1%
CCOC(=O)N1CCN(S(=O)(=O)c2ccc3c(c2)CCN3C(=O)C2CCC2)CC1,-2.3%,-0.8,-10.1%,i,-5.3%,-11.8%,-2.0,4.1%,2.2%
CCN1CCN(Cc2ccc(C(=O)Nc3ccc(C)c(NCc4cnc(NC(=O)OC)cn4)c3)cc2C(F)(F)F)CC1,-0.8%&0.0%,0.1&11.2,1.1%&-15.8%,-8.3%,5.6%&-2.6%,5.1%&1.3%,1.5&0.9,-0.2%&6.0%,-5.9%&-12.4%
Cc1ccc(NC(=O)c2cc(NC(=O)C3CC=CCC3C(=O)O)ccc2N2CCOCC2)cc1Cl (stereo not drawn),3.9%,-26.7,-9.1%,-3.5%[57.5 µM],-11.8%,-12.4%,-0.8,-14.8%,17.7%
Cc1ccc(CNC(=O)C(=O)NCC2OCCCN2S(=O)(=O)c2ccc(F)cc2)cc1 (stereo not drawn),-3.9%,4.0,-3.8%,-22.2%,-4.3%,7.9%,-0.7,-12.7%,2.8%
COC(=O)c1cc(Br)c(=O)n(CCc2ccccc2)c1,3.3%,-2.5,-9.2%,i,4.8%,-5.6%,-0.4,12.0%,1.9%
CCCCN(C(=S)Nc1cccc(C)c1C)c1c(N)n(CCC)c(=O)[nH]c1=O,2.5%,-4.6,0.6%,-15.0%,-8.4%,-11.0%,-0.9,18.0%,-1.1%
Cc1noc(C)c1C(=O)OCC(=O)Nc1ccc(S(N)(=O)=O)cc1,-2.3%,-1.1,-2.0%,-10.2%,4.2%,-12.8%,0.5,13.3%,2.5%
CCN(Cc1ccccc1)C(c1ccccn1)c1nnnn1C1CCCCC1 (stereo not drawn),-5.1%,-1.4,2.8%,-14.0%[57.5 µM],1.3%,8.6%,-0.8,-2.8%,-1.9%
COc1ccc(-c2[nH][nH]c(=O)c2NC(=O)c2ccccn2)cc1,-2.6%,-2.4,-0.1%,-1.5%,-4.7%,2.6%,0.0,6.6%,15.0%
CC(C)[C@H](NC(=O)c1ccccc1)C(=O)O,-1.9%,-2.9,8.9%,-8.3%,-14.9%,3.2%,-1.9,10.5%,10.6%

# Compound activity (PubChem)

# A portion of the library; rates above refer to the full screens.
